Screens (PubChem)
5-HT1A blocker – human 5-HT1a receptor antagonists, primary screen, cell-based, CHO, Ga15 NFAT-bla reporter | 5-hydroxytryptamine receptor 1A (Homo sapiens), P08908 | CHO 5-HT1a Ga15 NFAT-bla reporter, antagonist mode | inhibition, % at 10 µM | 62,000 compounds, 0.68% hits | AID 612, 2007;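 active = inhibition above the mean of all tested compounds plus 3 SD, cut at about 43% in these data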;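 note: receptor stimulated by 5-CT agonist at 100 nM near EC80; beta-lactamase reporter measured by ratiometric fluorescence of a cleavable substrate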
Target sequence (P08908 whole entry, looked up): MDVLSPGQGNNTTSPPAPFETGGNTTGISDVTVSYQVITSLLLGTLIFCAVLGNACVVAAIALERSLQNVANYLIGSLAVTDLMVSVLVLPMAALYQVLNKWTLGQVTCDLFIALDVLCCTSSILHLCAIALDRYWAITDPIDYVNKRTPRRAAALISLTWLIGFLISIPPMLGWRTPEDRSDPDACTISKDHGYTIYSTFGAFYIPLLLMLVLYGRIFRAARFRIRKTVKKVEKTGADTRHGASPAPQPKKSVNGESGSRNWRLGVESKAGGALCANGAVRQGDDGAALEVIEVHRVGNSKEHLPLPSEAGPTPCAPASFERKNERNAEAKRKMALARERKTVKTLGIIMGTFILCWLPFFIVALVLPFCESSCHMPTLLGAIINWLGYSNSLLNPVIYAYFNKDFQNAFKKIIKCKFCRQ
HEK293 NFkB inh – inhibitors of PMA/ionomycin-induced NF-kB reporter, primary screen, antigen receptor NF-kB inhibitor project, cell-based, HEK-293 luciferase reporter, luminescence | HEK-293 NF-kB luciferase reporter | inhibition, % at 3 µM | 62,000 compounds, 0.21% hits | AID 465, 2006;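 active = inhibition above the mean of all tested compounds plus 3 SD, cut at about 40% in these data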;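 note: 0% = stimulated DMSO wells and 100% = 10 µM reference inhibitor 5653914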
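Signal: luciferase luminescence; Material: HEK-293 cells with stable firefly luciferase reporter driven by four HIV NF-kB elements; Probe or stimulus: PMA with ionomycin; Replication: tested once; Times: 1 h compound pretreatment, then 16 h stimulation at 37 °C, 5% CO2; Benchmarks: DMSO and 10 µM reference inhibitor; Evaluation: per-plate % inhibition versus controls.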
S1P3 agonist – human S1P3 receptor agonists, primary screen, cell-based, primary and confirmation, NFAT-BLA reporter; AID 373, 2006; activation, % at 4.5 µM; 60,000 compounds, 0.1% hits; Sphingosine 1-phosphate receptor 3 (Homo sapiens), Q99500; S1P3 NFAT-BLA reporter cells, agonism, FRET ratio; relative to 1 µM S1P, basal subtracted;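 active = activation above the screen-wide mean plus 3 SD, cut at about 4.5% in these data, passing the limit was not always enough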; note: some compounds called inactive have numbers as strong as hits
Target sequence (Q99500 whole entry, looked up): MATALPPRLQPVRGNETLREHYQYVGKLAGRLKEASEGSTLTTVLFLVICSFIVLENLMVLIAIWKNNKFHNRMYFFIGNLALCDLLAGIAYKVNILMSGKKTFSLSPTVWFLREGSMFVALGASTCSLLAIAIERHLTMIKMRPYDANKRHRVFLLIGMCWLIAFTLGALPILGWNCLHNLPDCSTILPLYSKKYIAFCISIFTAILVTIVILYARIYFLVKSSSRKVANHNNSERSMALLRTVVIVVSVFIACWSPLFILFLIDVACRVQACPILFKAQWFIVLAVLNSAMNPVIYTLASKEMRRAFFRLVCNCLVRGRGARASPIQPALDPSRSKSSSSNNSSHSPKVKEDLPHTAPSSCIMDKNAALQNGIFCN
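Material: Human S1P3 NFAT-BLA reporter CHO cells | Incubation: Overnight plating, 4 h compound 37 °C, 2 h substrate RT | Signal: FRET β-lactamase substrate fluorescence, excitation 405 nm, 460/535 nm emission ratio, background-subtracted | Compound: 4.5 µM final, single dose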
Jurkat viability – cytotoxicity toward Jurkat T cells, primary screen, cytotoxicity control, cell-based, Jurkat E6.1, 60K MLSMR library; 56,000 compounds, 1.2% hits; inhibition, % at 4 µM; Jurkat E6.1 viability, ATP luminescence, 48 h;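 active = inhibition above the mean inhibition of all tested compounds plus 3 SD, cut at about 28% in these data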
HTR1E antagonist – 5-HT1E receptor antagonists, primary screen, cell-based, HTS; CHO 5-HT1E Ga15 NFAT-bla reporter, FRET, antagonist; inhibition, % at 6 µM; 65,000 compounds, 0.99% hits;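 active = inhibition above a set limit, the mean inhibition across every tested compound plus 3 SD, cut at about 29% in these data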;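 note: signal is the 460 over 535 nm emission ratio of beta-lactamase substrate; 0% = agonist plus DMSO wells and 100% = wells without agonist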
S1P1 ag pot – S1P1 agonists and agonism potentiators, primary screen, cell-based, primary and confirmation screens, CRE-bla reporter. S1P1 CRE-bla cells, forskolin, beta-lactamase FRET, potentiator mode; S1P1 agonist co-added at EC20, 2 nM; 100% = saturating reference agonist, 0% = basal. 56,000 compounds, 0.57% hits. Sphingosine 1-phosphate receptor 1 (Homo sapiens), P21453. activation, % at 9.5 µM;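 active = activation above a cutoff set at the mean activation of all tested compounds plus 3 SD, cut at about 54% in these data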;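 note: forskolin at 4 µM as EC80 and the EC20 agonist is SEW2871; 100% = SEW2871 at its EC100 plus forskolin at EC80; some compounds past the cut are filed as inactive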
D1 mod – D1 CRE-luciferase signal change, two-sided – cell-based, HEK293 D1, dopamine EC30, D1 allosteric modulator project, primary screen; D(1A) dopamine receptor (Homo sapiens), P21728; dopamine EC30 potentiation; actives deviate in either direction; B-score at 10 µM; 58,000 compounds, 5.9% hits;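 active = luminescence count or its row- and column-corrected plate score outside the 99.7% band of the plate's sample wells, on either side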
HTR1E agonist – 5-HT1E receptor agonists, primary screen, cell-based, HTS; 65,000 compounds, 0.69% hits; 5-hydroxytryptamine receptor 1E (Homo sapiens), P28566; CHO 5-HT1E Ga15 NFAT-bla reporter, FRET; 0% DMSO wells, 100% control agonist wells; activation, % at 6 µM;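 active = activation above a set limit, the screen-wide mean activation plus 3 SD, cut at about 8.5% in these data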;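 note: 100% = positive control agonist at 1 µM giving full maximal response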
5HT1a ag – human 5-HT1a receptor agonists, primary screen, cell-based, CHO, Ga15 NFAT-bla reporter | CHO 5-HT1a Ga15 NFAT-bla reporter, FRET ratio; 0% basal, 100% maximal reference agonist | activation, % at 10 µM | 65,000 compounds, 0.56% hits | AID 567, 2006;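 active = activation above the screen-wide mean activation plus 3 SD, cut at about 19% in these data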;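 note: 0% = DMSO wells and 100% = 5-CT at EC100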
* = called active by the depositor.

Sample of the layout (two entries):
`C=CCn1c(SCC(=O)/C(C#N)=C(\C)N)nc2sc(CC)cc2c1=O` gave 5-HT1A blocker 3, HEK293 NFkB inh 17, S1P3 agonist -0.2, Jurkat viability 3, HTR1E antagonist 6, S1P1 ag pot -14, D1 mod 0.11, HTR1E agonist -0.2 and 5HT1a ag 3.1.
For O=C(Cn1nnc(-c2ccc3c(c2)OCO3)n1)NCc1ccco1 the results were 5-HT1A blocker 5, HEK293 NFkB inh 5, S1P3 agonist 0.0, Jurkat viability -3, HTR1E antagonist 8, D1 mod -0.05, HTR1E agonist -0.7 and 5HT1a ag -0.7.

All compounds of this part, previewed entries included:
`C=CCn1c(SCC(=O)/C(C#N)=C(\C)N)nc2sc(CC)cc2c1=O` gave 5-HT1A blocker 3, HEK293 NFkB inh 17, S1P3 agonist -0.2, Jurkat viability 3, HTR1E antagonist 6, S1P1 ag pot -14, D1 mod 0.11, HTR1E agonist -0.2 and 5HT1a ag 3.1.
For O=C(Cn1nnc(-c2ccc3c(c2)OCO3)n1)NCc1ccco1 the results were 5-HT1A blocker 5, HEK293 NFkB inh 5, S1P3 agonist 0.0, Jurkat viability -3, HTR1E antagonist 8, D1 mod -0.05, HTR1E agonist -0.7 and 5HT1a ag -0.7.
Screening O=C(CSc1nnc(CNc2ccccc2)o1)N1CCN(C(=O)c2ccco2)CC1 returned 5-HT1A blocker -14, HEK293 NFkB inh -6, S1P3 agonist 0.5, Jurkat viability 0, HTR1E antagonist -8, S1P1 ag pot -17, D1 mod 0.22, HTR1E agonist 0.8 and 5HT1a ag 0.2.
Screening Cc1cc(C(F)(F)F)nn1CC(=O)NCC1CCCO1 (stereo not drawn) returned S1P3 agonist -1.9, HTR1E antagonist -5, S1P1 ag pot -2, HTR1E agonist -0.1 and 5HT1a ag 1.0.
N#CC1=C(N)Oc2n[nH]c(-c3ccccc3)c2C12C(=O)Nc1ccccc12 (stereo not drawn) was read as 5-HT1A blocker -8, HEK293 NFkB inh 10, HTR1E antagonist -11, D1 mod 0.34, HTR1E agonist 0.1 and 5HT1a ag -1.4.
For COC(=O)c1ccccc1NC(=O)c1ccc(COc2ccccc2)o1 the results were 5-HT1A blocker 8, HEK293 NFkB inh -7, S1P3 agonist -0.6, Jurkat viability 4, HTR1E antagonist -2, D1 mod 0.13, HTR1E agonist -0.2 and 5HT1a ag -0.5.
`CCn1c(SCC(=O)c2ccccc2)nnc1-c1cnccn1` gave 5-HT1A blocker -12, HEK293 NFkB inh -7, S1P3 agonist -0.3, Jurkat viability -5, HTR1E antagonist -13, S1P1 ag pot -4, D1 mod -0.83, HTR1E agonist 0.8 and 5HT1a ag -1.8.
`O=S(=O)(Nc1ccc2c(c1)OCCO2)c1ccc(Br)s1` gave 5-HT1A blocker -9, HEK293 NFkB inh 9, S1P3 agonist -0.8, Jurkat viability 1, HTR1E antagonist -4, S1P1 ag pot 24, D1 mod 0.54, HTR1E agonist -1.1 and 5HT1a ag -0.1.
`CC(=O)N1CC=C2C(C#N)=C(N)C(C#N)(C#N)C(C)C2C1` (stereo not drawn) gave 5-HT1A blocker -6, HEK293 NFkB inh 2, S1P3 agonist -0.3, Jurkat viability 2, HTR1E antagonist -11, S1P1 ag pot 3, D1 mod -0.62, HTR1E agonist -0.5 and 5HT1a ag -1.0.
For COC(=O)C1=C2SC(C)C(=O)N2C(N)=C(C#N)C1c1ccc(OC)c(OC)c1 (stereo not drawn) the results were 5-HT1A blocker 1, HEK293 NFkB inh 22, S1P3 agonist -1.0, Jurkat viability -3, HTR1E antagonist -7, S1P1 ag pot -21, D1 mod -0.14, HTR1E agonist -0.4 and 5HT1a ag -1.7.
For Cc1ccc2oc(=O)c3cnn(CC(=O)N4CCN(c5ccccn5)CC4)c3c2c1 the results were 5-HT1A blocker -8, HEK293 NFkB inh 4, S1P3 agonist -0.8, Jurkat viability -1, HTR1E antagonist -12, S1P1 ag pot -16, D1 mod 0.086, HTR1E agonist 0.7 and 5HT1a ag 3.3.
Screening Cc1cc(C)nc(Sc2c(C)n[nH]c2C)n1 returned 5-HT1A blocker -13, HEK293 NFkB inh 6, S1P3 agonist -0.1, Jurkat viability 3, HTR1E antagonist -4, S1P1 ag pot 2, HTR1E agonist 0.2 and 5HT1a ag -2.3.
For CC(=O)N1CSCC1C(=O)O (stereo not drawn) the results were 5-HT1A blocker 8, HEK293 NFkB inh 2, S1P3 agonist -0.8, Jurkat viability -6, HTR1E antagonist 1, S1P1 ag pot -16, D1 mod -1.2, HTR1E agonist 0.4 and 5HT1a ag 17.
For Cn1c(=O)c(=O)n(C)c2cc(S(=O)(=O)N3CCOCC3)ccc21 the results were 5-HT1A blocker 6, HEK293 NFkB inh -5, S1P3 agonist 0.2, Jurkat viability -4, HTR1E antagonist -2, S1P1 ag pot -6, HTR1E agonist -0.9 and 5HT1a ag -6.0.
For Cc1ccc(CCNC(=O)C2CCN(S(=O)(=O)N3CCCC3)CC2)cc1 the results were 5-HT1A blocker -5, HEK293 NFkB inh 19, HTR1E antagonist -1, HTR1E agonist 0.6 and 5HT1a ag -0.9.
Screening CC(=O)Nc1coc2ccc(Br)cc12 returned 5-HT1A blocker 0, HEK293 NFkB inh 24, S1P3 agonist -2.1, Jurkat viability 0, HTR1E antagonist -17, S1P1 ag pot 21, D1 mod -0.25, HTR1E agonist -0.1 and 5HT1a ag -2.2.
`COCCNS(=O)(=O)c1ccc2c(c1)C(=O)c1cc(S(=O)(=O)NCCOC)ccc1-2` gave 5-HT1A blocker 9, HEK293 NFkB inh 20, HTR1E antagonist 1, D1 mod 0.16, HTR1E agonist -1.1 and 5HT1a ag -2.1.
For COc1ccc(NC(=O)c2ccc(-n3nc(C)c[n+]3[O-])cc2)cc1 the results were 5-HT1A blocker -9, HEK293 NFkB inh 18, S1P3 agonist -1.5, Jurkat viability 0, HTR1E antagonist 7, S1P1 ag pot -6, D1 mod -0.34, HTR1E agonist -0.1 and 5HT1a ag -2.6.
Screening Cc1cc2cc(CNC(=O)c3ccc4c(c3)OCO4)ccc2n1C returned 5-HT1A blocker -13, HEK293 NFkB inh 13, S1P3 agonist -0.7, Jurkat viability 0, HTR1E antagonist -3, S1P1 ag pot 15, HTR1E agonist 0.2 and 5HT1a ag -3.2.
Screening O=C(OC1CCc2ccccc2C1=O)c1ccccc1O (stereo not drawn) returned 5-HT1A blocker -6, HEK293 NFkB inh 1, S1P3 agonist -0.9, Jurkat viability -2, HTR1E antagonist 7, S1P1 ag pot 26, D1 mod 0.4, HTR1E agonist 0.9 and 5HT1a ag -0.2.
`CCCCOc1ccc(NC(=O)Cn2c(=O)ccc3c(C)cc(C)nc32)cc1` gave 5-HT1A blocker 14, HEK293 NFkB inh 20, HTR1E antagonist 8, D1 mod -1.2, HTR1E agonist 1.0 and 5HT1a ag 0.2.
Screening Clc1ccc(Br)cc1-c1nc(-c2cccnc2)no1 returned 5-HT1A blocker -5, HEK293 NFkB inh -3, S1P3 agonist 0.0, Jurkat viability -2, HTR1E antagonist 2, D1 mod 2.8, HTR1E agonist 1.3 and 5HT1a ag -0.3.
COc1ccc(-c2cc(=O)oc3cc(OCc4nn[nH]n4)ccc23)cc1 was read as 5-HT1A blocker -2, HEK293 NFkB inh -3, S1P3 agonist -0.7, Jurkat viability 0, HTR1E antagonist -11, S1P1 ag pot 16, D1 mod -0.9, HTR1E agonist 1.4 and 5HT1a ag -0.1.
Cc1ccc(-c2nnn(Cc3nc4ccccc4s3)n2)cc1 was read as 5-HT1A blocker -10, HEK293 NFkB inh 14, S1P3 agonist -1.2, Jurkat viability 3, HTR1E antagonist 12, S1P1 ag pot 5, D1 mod 0.015, HTR1E agonist -0.9 and 5HT1a ag -0.3.
Screening CC(=O)c1ccc(Oc2cc(C)nc(-n3nc(C)cc3C)n2)cc1 returned 5-HT1A blocker 45*, HEK293 NFkB inh 16, S1P3 agonist 0.5, Jurkat viability 98*, HTR1E antagonist 78*, S1P1 ag pot -6, D1 mod 12*, HTR1E agonist -0.4 and 5HT1a ag -0.8.
For Cc1cc(=O)[nH]c(SCC(=O)Nc2nnc(CC(C)C)s2)n1 the results were 5-HT1A blocker -1, HEK293 NFkB inh 4, S1P3 agonist -1.4, Jurkat viability -5, HTR1E antagonist 4, S1P1 ag pot -10, D1 mod 0.61, HTR1E agonist 0.5 and 5HT1a ag -0.3.
O=C(O)Cn1c(O)c(C=Nc2ccccc2)sc1=S was read as 5-HT1A blocker -14, HEK293 NFkB inh 11, S1P3 agonist -1.0, Jurkat viability -7, HTR1E antagonist -13, S1P1 ag pot -15, D1 mod 1, HTR1E agonist 0.4 and 5HT1a ag -2.1.
COc1cccc(CSc2nnc(-c3ccc(F)cc3)o2)c1 was read as 5-HT1A blocker 7, HEK293 NFkB inh 18, S1P3 agonist -0.6, Jurkat viability 2, HTR1E antagonist 1, S1P1 ag pot 15, D1 mod -0.083, HTR1E agonist 0.1 and 5HT1a ag -1.6.
For CC1=CC(C)(C)Nc2cc(C)c(C)cc21 the results were 5-HT1A blocker -6, HEK293 NFkB inh 13, S1P3 agonist -0.7, Jurkat viability -2, HTR1E antagonist -11, S1P1 ag pot -9, D1 mod -0.29, HTR1E agonist -0.3 and 5HT1a ag -1.1.
`CN1CCCN(CC(O)COCc2cccs2)CC1` (stereo not drawn) gave 5-HT1A blocker -3, HEK293 NFkB inh 5, S1P3 agonist -0.2, Jurkat viability -12, HTR1E antagonist -1, S1P1 ag pot -1, D1 mod 0.39, HTR1E agonist -0.1 and 5HT1a ag 1.4.
`Cn1c(SCC(=O)Nc2ccccc2-c2ccccc2)nnc1-c1ccco1` gave 5-HT1A blocker 21, HEK293 NFkB inh 11, S1P3 agonist -0.2, Jurkat viability -1, HTR1E antagonist 1, S1P1 ag pot 0, D1 mod -0.86, HTR1E agonist -0.4 and 5HT1a ag 1.4.
Screening COc1cccc(C(=O)Nc2c3c(nn2-c2cccc(C)c2C)CS(=O)(=O)C3)c1OC returned 5-HT1A blocker -3, HEK293 NFkB inh 17, HTR1E antagonist 30*, D1 mod -2.5, HTR1E agonist 0.4 and 5HT1a ag 0.8.
For CCC(=O)Nc1nc2ccc(NC(C)=O)cc2s1 the results were 5-HT1A blocker 0, HEK293 NFkB inh 8, S1P3 agonist -1.4, Jurkat viability -7, HTR1E antagonist 3, S1P1 ag pot -7, D1 mod 0.032, HTR1E agonist -0.9 and 5HT1a ag -1.2.
